Exocytosis inh – blocks lytic granule exocytosis; hit rate 0.66% among 360,000; TALL-104 LAMP-1 surface exposure, flow cytometry; cells stimulated with thapsigargin and PMA; inhibition, % at 10 µM;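 active = inhibition above about 55%, limit read from the data; inconclusive = no clear call, values can overlap the other calls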
Vif inh – blocks HIV Vif function | inhibition, % at 7.49 µM | hit rate 0.35% among 340,000 | HEK293T cells, Vif self-association by quenched fluorescence, imaging, 24 h; in the data active = inhibition above about 50%, passing the limit was not always enough; inconclusive = no clear call, values can overlap the other calls; inactive = below about 31%; also: some results filed as inactive read as strong as hits
HTR2A ag – activates the mouse 5-HT2A serotonin receptor. AID 624169. hit rate 0.66% among 360,000. activation, % at 7.6 µM. P35363. CHO-K1 mHTR2A beta-arrestin complementation, luminescence; percent of 30 µM serotonin response;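 active = activation above a run cutoff, the mean activation of all tested compounds plus 3 SD, cut at about 14% in these data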;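 also: 0% = plate median of compound wells and 100% = 30 µM serotonin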
Target sequence (P35363 whole entry, looked up): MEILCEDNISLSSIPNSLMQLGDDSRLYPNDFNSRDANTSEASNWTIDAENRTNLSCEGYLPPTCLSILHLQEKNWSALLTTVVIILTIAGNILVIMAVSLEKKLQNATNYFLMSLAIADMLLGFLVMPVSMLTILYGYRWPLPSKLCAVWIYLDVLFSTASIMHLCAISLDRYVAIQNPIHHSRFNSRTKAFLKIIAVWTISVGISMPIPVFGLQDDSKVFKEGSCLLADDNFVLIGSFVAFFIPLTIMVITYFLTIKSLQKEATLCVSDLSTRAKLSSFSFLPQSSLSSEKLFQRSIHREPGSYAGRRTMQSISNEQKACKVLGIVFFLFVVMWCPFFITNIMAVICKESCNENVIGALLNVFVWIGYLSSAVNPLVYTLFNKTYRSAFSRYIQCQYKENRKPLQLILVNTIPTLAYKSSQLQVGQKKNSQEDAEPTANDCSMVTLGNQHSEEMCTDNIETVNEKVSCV
ABCB6 inh MLPCN – human ABCB6 transporter inhibition. fluorescence ratio to DMSO, % at 10 µM. K562-ABCB6 porphyrin accumulation, flow cytometry, 1 h; active compounds read low. hit rate 0.19% among 360,000. Q9NP58;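 active = fluorescence ratio to DMSO below 75%, the collection mean minus 3 SD; inconclusive = too few cells collected in the well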;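 also: signal is porphyrin accumulated inside mitochondria; 100% equals median channel fluorescence of DMSO control wells; lower ratio means ABCB6 inhibition with less porphyrin fluorescence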
hiPSC survival – increases survival of single human iPS cells; hit rate 0.044% among 360,000; hiPSC single-cell survival, ATPlite luminescence; 100% = ROCK inhibitor wells, 0% = DMSO; survival enhancement, % at 20 µM; in the data active = survival enhancement above about 18%;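 also: cells exposed to compounds for 16 hours before the ATP read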
aDG glyco up – increases alpha dystroglycan glycosylation; AID 624168; Pro5-aDG cells, alpha-DG glycosylation AlphaScreen (IIH6); 0% Pro5, 100% B10-LARGE cell signal; hit rate 0.22% among 360,000; activation, % at 10 µM;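 active = activation of at least 8% versus controls, or a plate z-score of at least 8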;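 also: Pro5 are CHO cells carrying HIG-tagged alpha-DG that lacks glycosylation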
H9c2 protect – protects H9c2 cardiomyocytes from peroxide injury; hit rate 0.63% among 360,000; H2O2 injury protection, ATPLite, 2 h; protection from H2O2 cell death, % at 20 µM; AID 588492;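 active = compounds giving at least 50% protection of heart cells from peroxide-induced death in the single-dose screen, raw or plate-pattern-corrected value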;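 also: 0% = DMSO wells with peroxide and 100% = DMSO wells without peroxide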
CaV13 ICDI inh – Primary screen for inhibitors of IQ motif and Ca2+-dependent inactivation inhibitor domain binding in CACNA1D, Förster resonance energy transfer in living cells, …; inhibition, % at 12.3 µM; HEK cells, CFP/YFP FRET ICDI-IQ, plate reader, 10 min; percent FRET-ratio fall versus neutral wells; hit rate 0.098% among 340,000;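 active = mean replicate inhibition of at least 30% and at least 1% of replicates passing that level; inconclusive = only one of the two criteria is met; inactive = neither criterion is met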;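 also: 0% = median of the neutral control wells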
PDI turbidity – blocks human protein disulfide isomerase activity; inhibition, % at 10 µM; PDI insulin aggregation turbidity, A650, 90 min; P07237; hit rate 0.052% among 350,000;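 active = mean inhibition across replicates of 30% or more, whatever share of single replicates reach that level; inconclusive = mean inhibition below 30% while every single replicate reaches 30%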;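 also: absorbance from insulin aggregation driven by PDI reduction with DTT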
Target sequence (P07237 whole entry, looked up): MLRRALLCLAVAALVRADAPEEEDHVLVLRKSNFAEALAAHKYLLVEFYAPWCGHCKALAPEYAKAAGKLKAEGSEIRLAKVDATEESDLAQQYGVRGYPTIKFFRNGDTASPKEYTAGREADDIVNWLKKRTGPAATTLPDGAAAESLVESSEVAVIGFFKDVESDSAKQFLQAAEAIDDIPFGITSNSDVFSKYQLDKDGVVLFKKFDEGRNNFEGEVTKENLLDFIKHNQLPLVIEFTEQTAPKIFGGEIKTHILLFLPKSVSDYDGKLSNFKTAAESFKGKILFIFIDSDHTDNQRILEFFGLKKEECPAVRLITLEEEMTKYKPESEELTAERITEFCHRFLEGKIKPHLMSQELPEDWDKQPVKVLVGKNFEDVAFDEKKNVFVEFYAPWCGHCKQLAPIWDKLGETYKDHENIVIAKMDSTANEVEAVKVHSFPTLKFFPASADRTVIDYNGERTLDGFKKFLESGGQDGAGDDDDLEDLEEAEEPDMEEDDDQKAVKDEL
N-glyco inh – blocks N-linked glycosylation in D54 reporter cells. reporter increase, % at 12.5 µM. hit rate 0.23% among 360,000. D54 ERlucT glycosylation luciferase reporter, 24 h; percent of 100 nM tunicamycin response;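 active = mean luciferase reporter signal, scaled so untreated is 0 and the glycosylation-blocking control 100, at or above a set limit in every replicate; inconclusive = mean reaches the limit but not every replicate does; inactive = mean below the limit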;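 also: luciferase carries N-glycosylation sites so blocking glycosylation raises the light; 0% = median of neutral control wells and 100% = median of 100 nM tunicamycin wells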
* hit, by the source's call; ? = inconclusive; . = not tested or not shown.

SMILES | Exocytosis inh | Vif inh | HTR2A ag | ABCB6 inh MLPCN | hiPSC survival | aDG glyco up | H9c2 protect | CaV13 ICDI inh | PDI turbidity | N-glyco inh
CCN1CCN(C(=O)c2sc3ncnc(N4CCc5ccccc5C4)c3c2C)CC1 | 2 | -2 | -9 | 119 | 1.7 | 0.1 | 16 | -15 | 4 | -2
COC(=O)c1ccc(CSc2nc3c(cnn3-c3ccc(C)c(C)c3)c(=O)[nH]2)o1 | 3 | -4 | -6 | 91 | -1.3 | -0.1 | -1 | -4 | -10 | 5
Oc1ccccc1/C=N/NC(=S)NC1CC2CC1C1C=CCC21 (centres undefined) | 11 | 0 | 4 | 96 | -0.1 | 0.0 | 13 | 5 | -2 | 9
COc1ccc(-c2cc(C(=O)N3CCN(c4ccccc4)CC3)c3ccccc3n2)cc1 | -2 | 17 | -3 | 98 | -3.2 | -0.8 | -20 | 11 | -6 | 8
Cc1ccc(NC(=O)c2cccnc2C(=O)O)nc1 | -9 | -12 | 3 | 103 | 0.5 | 0.0 | 2 | -16 | -1 | 0
CCOC(=O)C1=C(C)N(Cc2ccccc2)C(=O)NC1c1ccccc1OS(=O)(=O)c1ccccc1[N+](=O)[O-] (centres undefined) | -4 | -17 | 4 | 93 | -3.3 | 0.5 | 2 | -5 | -2 | -4
CCN(CC)c1ccc(/C=N/OCC(=O)Nc2cccc(C)c2)cc1 | 7 | 0 | 1 | 101 | -1.5 | 0.5 | -11 | -5 | -2 | -1
Cc1ccc(S(=O)(=O)Oc2ccccc2-c2ccccc2)cc1 | 1 | 46 | -5 | 105 | -2.5 | 0.0 | -13 | -5 | -4 | 1
CCOC(=O)c1cc(C(O)(C(F)(F)F)C(F)(F)F)c(/N=C/N(C)C)o1 | -2 | . | -2 | 97 | 3.3 | 0.0 | -1 | -12 | -4 | 1
CC(=O)Nc1cccc(C(=O)OC(C)C(=O)NC2CCCc3ccccc32)c1 (centres undefined) | -1 | 2 | 5 | 99 | -0.3 | 4.9 | -4 | -6 | 3 | -1
O=C1Nc2ccc([N+](=O)[O-])cc2OC1CCN1CCOCC1 (centres undefined) | -6 | 15 | 1 | 98 | 0.4 | 0.0 | -3 | 10 | -3 | 0
O=C(CSc1nnc2ccccn12)NCCN1C(=O)CSC1=O | 3 | 5 | 1 | 113 | -0.5 | 0.0 | 6 | . | 5 | -1
COC(=O)c1c(NC(=O)C2COc3ccccc3O2)sc2c1CCN(C(=O)OC)C2 (centres undefined) | -1 | -9 | 3 | 96 | 3.2 | -0.4 | 15 | -4 | -2 | -8
COC(=O)C1=NN(C(C)(C)CC(C)=O)C2C(=O)N(C3CCCCC3)C(=O)C12 (centres undefined) | -1 | -2 | -2 | 99 | 1.9 | 3.1* | -2 | -6 | 2 | 2
CCCCCCn1c(=O)n2n(c1=O)[C@@H]1CN(S(=O)(=O)c3ccc(C)cc3)C[C@]1(O)[C@@H](OC(=O)Nc1cccs1)C2 | 8 | 1 | -2 | 94 | 2.2 | 0.2 | -13 | -6 | -4 | -3
Cc1ccc(C(=O)NNC(=O)C2CCN(S(=O)(=O)c3ccc(C)cc3)CC2)cc1 | -3 | -1 | -5 | 98 | -0.2 | -0.1 | 0 | -4 | -2 | 2
Cc1cc(NC(=O)CSc2nc(Cc3ccc(O)cc3)c(C)[nH]2)no1 | 1 | 8 | 2 | 104 | -0.6 | -0.1 | -4 | -5 | 6 | -1
COc1cc(/C=C2\SC(=S)N(C(C(=O)O)c3ccccc3)C2=O)ccc1O (centres undefined) | -1 | 1 | -5 | 119 | -0.6 | 0.1 | -2 | -7 | 24 | 2
COc1cc(C(O)c2nc(-c3ccncc3)cs2)ccc1F (centres undefined) | 6 | -8 | 4 | 104 | -0.9 | 1.0 | -17 | -6 | -2 | 1
COCCN(C(=O)c1ccccc1Oc1ccccc1)c1c(N)n(CC(C)C)c(=O)[nH]c1=O | -3 | 44 | 7 | 89 | -3.0 | 0.0 | 4 | -5 | 1 | 1
COc1ccc(OC)c(NC(=O)COC(=O)/C=C/c2ccco2)c1 | -1 | 0 | 5 | 102 | -0.3 | 0.0 | 0 | -5 | -10 | 3
CCN(CC)C(=O)CSc1nnc2nnc3cc(C)ccc3n12 | 2 | -2 | 2 | 100 | 0.5 | 0.4 | -15 | -21 | 4 | 0
COc1ccc(C(O)(C2CCCCC2)C(CN2CCCC2)c2ccccc2)cc1 (centres undefined) | 14 | 17 | -5 | 97 | -0.4 | 0.0 | 9 | -14 | -37 | -5
Cc1cc(N2CCN(C)CC2)n2nc(-c3ccc(Cl)cc3)nc2n1 | 8 | -5 | 0 | 103 | 3.1 | -0.1 | 6 | -19 | 0 | 1
COc1cc(/C=C/c2nc3ccccc3c(=O)[nH]2)cc(OC)c1OC | -11 | -8 | -2 | 98 | -0.8 | 0.1 | 43 | -3 | -4 | -1

A second format for part of the listing above.
canonical_smiles	Exocytosis inh	Vif inh	HTR2A ag	ABCB6 inh MLPCN	hiPSC survival	aDG glyco up	H9c2 protect	CaV13 ICDI inh	PDI turbidity	N-glyco inh
COc1cc(/C=C/c2nc3ccccc3c(=O)[nH]2)cc(OC)c1OC	-11	-8	-2	98	-0.8	0.1	43	-3	-4	-1
Oc1ccccc1/C=N/NC(=S)NC1CC2CC1C1C=CCC21 (centres undefined)	11	0	4	96	-0.1	0.0	13	5	-2	9
O=C1Nc2ccc([N+](=O)[O-])cc2OC1CCN1CCOCC1 (centres undefined)	-6	15	1	98	0.4	0.0	-3	10	-3	0
COc1cc(/C=C2\SC(=S)N(C(C(=O)O)c3ccccc3)C2=O)ccc1O (centres undefined)	-1	1	-5	119	-0.6	0.1	-2	-7	24	2
O=C(CSc1nnc2ccccn12)NCCN1C(=O)CSC1=O	3	5	1	113	-0.5	0.0	6	.	5	-1

The list continues:
SMILES | Exocytosis inh | Vif inh | HTR2A ag | ABCB6 inh MLPCN | hiPSC survival | aDG glyco up | H9c2 protect | CaV13 ICDI inh | PDI turbidity | N-glyco inh
CCc1ccc(-n2c(=O)c3ccccc3n3c(=S)[nH]nc23)cc1 | -5 | 7 | 5 | 90 | -0.2 | 0.0 | 2 | -14 | -9 | 3
O=C(COc1ncnc2cc([N+](=O)[O-])ccc12)N(CCc1ccccc1)Cc1ccccc1 | 4 | 1 | -3 | 90 | -2.5 | 0.2 | 17 | -3 | 1 | 10
CCc1nc2c(OCc3ccccc3C(=O)OC)cccn2c1N(C)C(=O)c1cccs1 | 22 | 2 | -1 | 89 | -2.8 | 0.1 | 14 | -4 | -8 | -1
CC(=O)N1CCCc2cc(S(=O)(=O)N(C)CC(=O)Nc3ccccc3)ccc21 | 5 | 3 | 12 | 101 | 8.1 | -0.1 | -1 | -6 | -20 | 0
CNS(=O)(=O)c1cccc(C(=O)OCc2cc(Cl)cc3c2OCOC3)c1 | -1 | ? | 0 | 89 | -1.0 | 0.1 | 0 | -5 | -14 | -2
N#CCN(C(=O)COC(=O)C1CC2CCCC(C1)C2=O)c1ccccc1 (centres undefined) | -9 | -1 | 2 | 99 | -0.3 | -0.2 | 3 | -6 | 0 | 0
C=CCn1c(COc2ccc(OC)cc2)nc2ccccc21 | -6 | -2 | 0 | 95 | -0.4 | 0.1 | 0 | -5 | -6 | -2
COc1ccc(N2C(=O)CC(Sc3nnc(-c4ccccc4F)n3C)C2=O)cc1 (centres undefined) | 28 | 0 | -1 | 91 | 1.0 | 0.0 | -37 | -4 | -6 | 0
Cn1c(SCC(=O)Nc2ccc(C(N)=O)cc2)nc2c(c1=O)SCC2 | -1 | 1 | -1 | 108 | 0.2 | 0.2 | -2 | -6 | 2 | 1
CN1/C(=C\C(=O)CSc2nnc(NCc3ccccc3)s2)C(C)(C)c2ccccc21 | 4 | -17 | -4 | 149 | 0.5 | 1.6 | -12 | -3 | -5 | 1
CCOC(=O)C1Cn2c(nc3c(c2=O)C2(CCCC2)Cc2ccccc2-3)S1 (centres undefined) | 1 | -1 | 2 | 99 | -1.1 | -0.1 | 2 | . | -22 | -4
CCN1C[C@@H]2[C@@H]3C(=O)N(Cc4ccccc4)C(=O)[C@@H]3[C@](CC)(C1=O)N2C(=O)c1ccc(F)cc1 | 2 | 2 | -2 | 92 | 0.1 | 0.1 | 1 | -11 | 0 | 1
COc1ccc(CC(=O)N2CCOCC2)cc1OC | -2 | 5 | 5 | 101 | -3.0 | -0.2 | 14 | . | -9 | 1
Cc1[nH][nH]c(=O)c1C=NCc1cccnc1 | 17 | -28 | 0 | 104 | -0.7 | 0.1 | 4 | 1 | -9 | 2
CCc1cccc(C)c1NC(=O)CN1C(=O)NC(CCc2ccccc2)C1=O (centres undefined) | 0 | 2 | 2 | 101 | -0.2 | 0.1 | -3 | -6 | -14 | 0
CCN(CC(=O)Nc1c(C(=O)OC)[nH]c2ccccc12)c1ccc2c(c1)OCO2 | 2 | -1 | 4 | 94 | -1.2 | -0.3 | 10 | . | 2 | 0
O=C(COC(=O)c1cccc(O)c1)c1ccccc1 | -2 | -3 | -9 | 97 | 0.4 | 0.0 | -12 | -6 | -9 | -3
Cc1cccc(NC(=O)CN(CC2CCCO2)C(=O)c2cc3ccccc3o2)c1C (centres undefined) | -3 | 9 | 6 | 98 | -0.2 | -0.2 | 4 | . | 2 | 0
COc1ccc(C(C)=O)cc1COc1cc(C)c(Cl)c(C)c1 | 2 | -9 | -1 | 95 | -0.6 | 0.1 | 10 | -4 | 2 | -6
COc1ccc(NC(=O)N2C3CCCC2CC(NC(=O)C2CC2)C3)cc1 (centres undefined) | 4 | 14 | 3 | 102 | 2.4 | 0.1 | -6 | -4 | 5 | 0
Cc1ccc(C(=O)Nc2cc(C(F)(F)F)ccc2N2CCCCC2)cc1[N+](=O)[O-] | 33 | 1 | 4 | 96 | -2.0 | -0.2 | -14 | -5 | -1 | 1
O=C(Nc1cccc(S(=O)(=O)N2CCOCC2)c1)c1c2c(nc3ccccc13)CCC2 | 5 | 3 | -1 | 98 | -0.8 | 0.1 | -6 | -4 | 12 | 0
COc1ccc(/C=C/c2nc(S(=O)(=O)c3ccccc3)c(NCCCN(C)C)o2)cc1OC | -1 | -3 | -4 | 99 | -0.6 | -0.1 | 9 | -15 | -3 | -5
C=CCn1c(-c2ccccc2)ccc(C#N)c1=O | -3 | 2 | -4 | 94 | -1.7 | 0.2 | -8 | -5 | -2 | 1
COCc1ccc(CN2CCCC(C(=O)Nc3ccc(-c4cccc(OC)c4)cc3)C2)o1 (centres undefined) | 24 | -22 | -10 | 101 | -0.4 | 0.0 | 3 | -2 | 1 | -1
CC(C)(Oc1ccc(Cl)cc1)C(=O)NCCCn1ccnc1 | -1 | -4 | 13 | 97 | 1.2 | 0.2 | 0 | -3 | 2 | 0
COC(=O)[C@H](Cc1ccccc1)NC(=O)c1ccc2ccccc2n1 | -5 | 18 | -3 | 90 | -0.6 | 0.1 | -3 | -2 | -1 | -1
